Lamin A splicing: qHTS Assay for Modulators of Lamin A Splicing | HeLa LMNA splicing GFP/RFP minigene ratio, 48 h | Potency, µM (doses to about 46.1 µM), inactives show top-dose ratio change, negative = inhibition, most hits filed as inhibitors | actives 0.01% (n = 200,000) | AID 1487, 2009; active = well fitted inhibition curve with a large enough effect in the signal ratio, with a control signal flat, not every such curve was filed as active; inconclusive = small, poorly fitted or top-dose-only effect, or effect the other way, or a change in a side signal; the % refers to the signal ratio; note: potency is the fitted concentration of half-maximal effect; % is set by controls: 0 for no effect and ±100 for the full control effect
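S3 HeLa cells stably expressing lamin A-EGFP splicing minigene plus DsRed2, 600 cells/well, 48 h compound exposure at 37C. Laser-scanning cytometry; analysed as GFP (500-530 nm)/RFP (575-640 nm) total intensity ratio; 0.5% DMSO vehicle.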
HTT ATP protect: qHTS Multiplex Assay to Identify Dual Action Probes in a Cell Model of Huntington: Cytoprotection (ATP); PC12 HTT-Q103 induced, cytoprotection, ATP luminescence, 40 h; Potency, µM (doses to about 56.4 µM), without a hit: cytoprotection (ATP increase), actives largely listed as activators; actives 0.14% (n = 230,000); AID 1471, 2008;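 note: potency is the fitted concentration of half-maximal effect; % of control where 0% means no effect; nearly all actives have a fitted effect of over 45% in size; toxic huntingtin expression switched on by the ecdysone agonist tebufenozide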
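PC12 cells stably carrying ecdysone-inducible Htt exon 1 (Q103)–GFP were induced with 100 nM tebufenozide (final) alongside library compounds in a dose series. Cytoprotection was scored as retained ATP by ATPlite luminescence.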
IMPase Li inh: qHTS Assay for Identifying the Cell-Membrane Permeable IMPase Inhibitors: Potentiation with Lithium; CHO-M1 cells, IP1 TR-FRET (IP-One), carbachol + lithium; Potency, µM (highest dose often 59.4 µM), for inactives: at the highest dose activity, negative = IMPase inhibition, hits mostly inhibitors; actives 0.35% (n = 210,000); AID 1457, 2008;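 note: IP1 builds up when IMPase is blocked and the TR-FRET signal falls; potency is the fitted concentration of half-maximal effect; plate controls were basal vehicle for no effect and high inhibitor control for full effect; nearly all actives have a fitted effect of over 50% in size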
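Lithium-sensitised IP1 accumulation assay; M1-expressing CHO cells treated 30 min at 37C with compound. Competitive antibody detection by time-resolved FRET followed a 10 min room-temperature lysis step.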
CBFb-RUNX1 inh: qHTS Assay for Compounds Blocking the Interaction Between CBF-beta and RUNX1 for the Treatment of Acute Myeloid Leukemia; Runt-related transcription factor 1 (Homo sapiens) + Core-binding factor subunit beta …; AlphaScreen CBFb-His/RUNX1-biotin binding, biochemical; Potency, µM (titrated, usually from 59.8 µM), for the others: top-dose activity, negative = inhibition, actives largely listed as inhibitors; 230,000 tested, under 10 active; note: % of control where 0% means no effect
Target sequence (Q01196 whole entry, looked up): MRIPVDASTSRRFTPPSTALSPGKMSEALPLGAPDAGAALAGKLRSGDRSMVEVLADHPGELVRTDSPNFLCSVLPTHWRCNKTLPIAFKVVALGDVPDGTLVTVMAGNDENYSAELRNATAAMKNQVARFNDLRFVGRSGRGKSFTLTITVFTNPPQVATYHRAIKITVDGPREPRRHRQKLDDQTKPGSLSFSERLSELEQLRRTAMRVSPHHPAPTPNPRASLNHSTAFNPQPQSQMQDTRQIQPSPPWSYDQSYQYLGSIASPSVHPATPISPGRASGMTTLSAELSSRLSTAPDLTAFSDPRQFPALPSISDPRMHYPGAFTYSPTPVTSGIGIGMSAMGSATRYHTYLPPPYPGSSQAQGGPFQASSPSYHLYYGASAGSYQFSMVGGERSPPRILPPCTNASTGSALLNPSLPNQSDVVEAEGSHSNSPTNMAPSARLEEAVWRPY
Target sequence (Q13951 whole entry, looked up): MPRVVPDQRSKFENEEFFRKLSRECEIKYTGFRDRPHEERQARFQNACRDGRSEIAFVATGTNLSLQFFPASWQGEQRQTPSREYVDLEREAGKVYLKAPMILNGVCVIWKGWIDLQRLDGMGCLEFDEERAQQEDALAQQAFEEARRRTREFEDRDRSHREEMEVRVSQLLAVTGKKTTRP
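AlphaScreen proximity signal reports loss of binding between His-tagged CBF-beta and biotin-labelled RUNX1, each at 30 nM. Proteins are pre-associated for 20 minutes, compounds added for 15 minutes, then beads for 90 minutes, all at ambient temperature.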
Luc counter: Counterscreen for Luciferase (Kinase-Glo TM) Inhibition; Potency, µM (highest dose often 38.3 µM), for the others: at the top dose activity change, negative = inhibition, hits mostly inhibitors; actives 0.28% (n = 200,000); Luciferin 4-monooxygenase (Photuris pensylvanica), Q27757; AID 1379, 2008; Kinase-Glo luciferase, ATP luminescence, 8 min; note: potency is the fitted concentration of half-maximal effect; % is set by controls: 0 for no effect and ±100 for the full control effect; nearly all actives have a fitted effect of over 60% in size
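Compound is pinned into ATP-containing buffer (10 uM ATP, imidazole pH 7.2, 7 mM MgCl2). Kinase-Glo luciferase reagent is then added. Light output is recorded following an 8-min room-temperature incubation.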
HttQ103 aggreg: qHTS Multiplex Assay to Identify Dual Action Probes in a Cell Model of Huntington: Aggregate Formation (GFP) | PC12 HttQ103-GFP aggregates, Acumen cytometry, 40 h | AID 1688, 2009 | actives 1.1% (n = 220,000) | Potency, µM (doses to about 46.1 µM), for the others: top-dose activity change, negative = inhibition, actives largely listed as inhibitors; note: potency is the fitted concentration of half-maximal effect; % is set by controls: 0 for no effect and ±100 for the full control effect; nearly all actives have a fitted effect of over 60% in size
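Read-out: GFP aggregate count by laser scanning cytometer (488 nm excitation, 500-530 nm emission, 1–25 µm objects >6 SD above background). Cells: PC12, inducible HTTex1-Q103-GFP, 100 nM tebufenozide; compounds titrated.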
SMN2 splice up: qHTS Assay for Enhancers of SMN2 Splice Variant Expression | actives 2.8% (n = 210,000) | HEK293 SMN2-luciferase splicing reporter, luminescence, 30-36 h | AID 1458, 2008 | Potency, µM (highest dose often 46.1 µM), without a hit: at the highest dose activity change, positive = activation, most hits filed as activators; note: potency is the fitted concentration of half-maximal effect; % of control where 0% means no effect; nearly all actives have a fitted effect of over 55% in size
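HEK293 cells carry an SMN2 minigene-luciferase reporter in which exon 7 inclusion puts luciferase in frame. Cells were seeded at 2000 cells/well, attached for 10-12 hours, then exposed to compounds for 30-36 hours at 37C before ONE-Glo luminescence.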
* hit, by the source's call; [ ] = remark or other dose. Unless noted, calls come from the whole dose curve; as a rule, active = well fitted curve in the direction sought with a large enough effect; inconclusive = small, poorly fitted or top-dose-only effect, or another doubt; inactive = no such curve, though single readings can be large; an effect the other way counts as inactive or inconclusive.

Results for S=c1[nH]nc(-c2ccccc2Cl)n1/N=C/C=C/c1ccco1 ?
HTT ATP protect: 4%[10 µM]; CBFb-RUNX1 inh: -18%; HttQ103 aggreg: -8%[9.22 µM]

How did CC(=O)c1cccc(NC(=O)C2CCCN(S(C)(=O)=O)C2)c1 (configuration not stated) do in these assays?
Lamin A splicing: -6%; HTT ATP protect: -2%[10 µM]; IMPase Li inh: 31%[38.3 µM]; CBFb-RUNX1 inh: 10%; Luc counter: -2%; HttQ103 aggreg: 3%; SMN2 splice up: -4%

What do the screens show for `CN1CCN(CC(O)COCCOc2ccc(Br)cc2)CC1` (configuration not stated)?
Lamin A splicing: 4%; IMPase Li inh: 3%; CBFb-RUNX1 inh: inconclusive; Luc counter: 0%; HttQ103 aggreg: -8%; SMN2 splice up: -9%

What do the screens show for `Nc1cc(Cl)ccc1Oc1ccc(Cl)cc1`?
Lamin A splicing: -9%; HTT ATP protect: 14%; IMPase Li inh: 3%[38.3 µM]; CBFb-RUNX1 inh: -2%; Luc counter: 0%; HttQ103 aggreg: -9%; SMN2 splice up: -35%[inhibitor]

Results for Nc1ncnc(Sc2ccc(Cl)cc2)c1[N+](=O)[O-] ?
Lamin A splicing: inconclusive; IMPase Li inh: -4%; CBFb-RUNX1 inh: 15%; Luc counter: -2%; HttQ103 aggreg: inconclusive; SMN2 splice up: -4%

What do the screens show for `O=C(NNC(=O)C1CCN(S(=O)(=O)c2cccc(C(F)(F)F)c2)CC1)C1CC1`?
Lamin A splicing: inconclusive; HTT ATP protect: -4%[10 µM]; IMPase Li inh: 7%; CBFb-RUNX1 inh: 5%; Luc counter: -3%; HttQ103 aggreg: 3%[9.22 µM]

How did O=C1/C(=C/c2ccccc2[N+](=O)[O-])COc2ccccc21 do in these assays?
Lamin A splicing: inconclusive; HTT ATP protect: inconclusive; IMPase Li inh: 10%; CBFb-RUNX1 inh: 1%; Luc counter: -1%; HttQ103 aggreg: inconclusive; SMN2 splice up: -86%[inhibitor]

How did CCOC(=O)c1sc(-c2ccc(Cl)cc2Cl)nc1O do in these assays?
HTT ATP protect: 11%[10 µM]; CBFb-RUNX1 inh: inconclusive; HttQ103 aggreg: -6%[9.22 µM]

What do the screens show for `O=S(=O)(c1ccc(Cl)c(F)c1)N1CCC(c2nc(-c3ccncc3)no2)CC1`?
Lamin A splicing: 10%; HTT ATP protect: -20%; IMPase Li inh: -19%[38.3 µM]; CBFb-RUNX1 inh: 1%; Luc counter: -3%; HttQ103 aggreg: -14%; SMN2 splice up: -49%[inhibitor]

What do the screens show for `Cc1ccc(N=CC2=C(O)CC(c3cccc(Cl)c3)CC2=O)cc1` (configuration not stated)?
Lamin A splicing: 9%; HTT ATP protect: -16%[10 µM]; IMPase Li inh: 8%; CBFb-RUNX1 inh: -6%; Luc counter: 1%; HttQ103 aggreg: 31%; SMN2 splice up: -26%

What do the screens show for `Cc1ccccc1NC(=O)NC1CCCCC1C` (configuration not stated)?
HTT ATP protect: 14%[10 µM]; IMPase Li inh: 0%; CBFb-RUNX1 inh: 17%; HttQ103 aggreg: 6%[9.22 µM]

How did Cc1ccc(NC(=O)C2C(c3ccccc3)C=CC(c3ccccc3)C2C(=O)O)cc1 (configuration not stated) do in these assays?
Lamin A splicing: 0%; HTT ATP protect: 2%; IMPase Li inh: 1%[38.3 µM]; CBFb-RUNX1 inh: 7%; Luc counter: -4%; HttQ103 aggreg: 3%; SMN2 splice up: -10%

What do the screens show for `CCN(CC)c1nc(N)c2c(N)nc3c(c2c1C#N)CC(c1ccccc1)O3` (configuration not stated)?
Lamin A splicing: inconclusive; HTT ATP protect: 1%; IMPase Li inh: 19%[38.3 µM]; CBFb-RUNX1 inh: 0%; Luc counter: 2%; HttQ103 aggreg: inconclusive; SMN2 splice up: 30%

How did CN(Cc1cnccn1)Cc1nc(Cc2ccccc2Cl)no1 do in these assays?
HTT ATP protect: -11%[10 µM]; IMPase Li inh: -3%; CBFb-RUNX1 inh: 4%; Luc counter: 3%; HttQ103 aggreg: -10%[9.22 µM]

How did COc1ccc2c(c1)C1NC(=S)NC(C)(O2)C1C(=O)Nc1ccc(Cl)cc1 (configuration not stated) do in these assays?
Lamin A splicing: -20%; HTT ATP protect: 3%[10 µM]; IMPase Li inh: 2%; CBFb-RUNX1 inh: -4%; Luc counter: 4%; HttQ103 aggreg: -23%; SMN2 splice up: -10%

What do the screens show for `COc1ccc(Cn2c(SCc3ccccc3C)nc3cc(OC)c(OC)cc3c2=N)cc1`?
Lamin A splicing: inconclusive; HTT ATP protect: -105%[inhibitor]; IMPase Li inh: 13%[38.3 µM]; CBFb-RUNX1 inh: -21%; Luc counter: -2%; HttQ103 aggreg: inconclusive; SMN2 splice up: -44%[inhibitor]

What do the screens show for `Cc1nc2ncccn2c1-c1csc(Nc2ccccc2)n1`?
Lamin A splicing: inconclusive; HTT ATP protect: -6%[10 µM]; IMPase Li inh: 15%; CBFb-RUNX1 inh: -4%; Luc counter: 1%; HttQ103 aggreg: inconclusive; SMN2 splice up: 20%

What do the screens show for `O=C(Nc1ccc(Cl)cc1)c1ccc(Br)cc1F`?
Lamin A splicing: inconclusive; HTT ATP protect: -8%[10 µM]; IMPase Li inh: 1%; CBFb-RUNX1 inh: 4%; Luc counter: -5%; HttQ103 aggreg: 1%; SMN2 splice up: 14µM*

What do the screens show for `CCCCCNC1=CC(=O)CC(c2ccccc2)C1` (configuration not stated)?
Lamin A splicing: 1%; HTT ATP protect: -72%[inhibitor]; IMPase Li inh: -4%[38.3 µM]; CBFb-RUNX1 inh: 0%; Luc counter: -6%; HttQ103 aggreg: -21%; SMN2 splice up: 13%

What do the screens show for `Cn1c(C(=O)O)c(C=O)c2ccccc21`?
Lamin A splicing: 12%[9.22 µM]; HTT ATP protect: -20%; IMPase Li inh: -2%; CBFb-RUNX1 inh: 7%; Luc counter: 3%; HttQ103 aggreg: 6%; SMN2 splice up: -4%

An excerpt from above in order of SMILES length, low to high.
What do the screens show for `Cc1ccc(N=CC2=C(O)CC(c3cccc(Cl)c3)CC2=O)cc1` (configuration not stated)?
Lamin A splicing: 9%; HTT ATP protect: -16%[10 µM]; IMPase Li inh: 8%; CBFb-RUNX1 inh: -6%; Luc counter: 1%; HttQ103 aggreg: 31%; SMN2 splice up: -26%

What do the screens show for `CCN(CC)c1nc(N)c2c(N)nc3c(c2c1C#N)CC(c1ccccc1)O3` (configuration not stated)?
Lamin A splicing: inconclusive; HTT ATP protect: 1%; IMPase Li inh: 19%[38.3 µM]; CBFb-RUNX1 inh: 0%; Luc counter: 2%; HttQ103 aggreg: inconclusive; SMN2 splice up: 30%

What do the screens show for `COc1ccc(Cn2c(SCc3ccccc3C)nc3cc(OC)c(OC)cc3c2=N)cc1`?
Lamin A splicing: inconclusive; HTT ATP protect: -105%[inhibitor]; IMPase Li inh: 13%[38.3 µM]; CBFb-RUNX1 inh: -21%; Luc counter: -2%; HttQ103 aggreg: inconclusive; SMN2 splice up: -44%[inhibitor]

How did Cc1ccc(NC(=O)C2C(c3ccccc3)C=CC(c3ccccc3)C2C(=O)O)cc1 (configuration not stated) do in these assays?
Lamin A splicing: 0%; HTT ATP protect: 2%; IMPase Li inh: 1%[38.3 µM]; CBFb-RUNX1 inh: 7%; Luc counter: -4%; HttQ103 aggreg: 3%; SMN2 splice up: -10%

Additional compounds follow.
Results for CC(=O)N1CC2(CC2)CC1c1ccccc1 (configuration not stated) ?
HTT ATP protect: -8%; IMPase Li inh: -9%; CBFb-RUNX1 inh: 6%; Luc counter: -2%; SMN2 splice up: -13%

What do the screens show for `CSCCC1NC(=O)NC1=O` (configuration not stated)?
Lamin A splicing: 0%; HTT ATP protect: 24%[4.97 µM]; IMPase Li inh: -12%[38.3 µM]; CBFb-RUNX1 inh: -1%; Luc counter: -1%; HttQ103 aggreg: -5%; SMN2 splice up: 4%

What do the screens show for `Cc1sc2ncnc(SC(C)C(=O)N3c4ccccc4Sc4ccccc43)c2c1C` (configuration not stated)?
Lamin A splicing: -24%; HTT ATP protect: -7%[10 µM]; IMPase Li inh: -3%; CBFb-RUNX1 inh: -6%; Luc counter: 5%; HttQ103 aggreg: -4%; SMN2 splice up: inconclusive

How did N=C(N)SCCc1ccncc1 do in these assays?
HTT ATP protect: 0%[10 µM]; IMPase Li inh: 6%; Luc counter: -5%[7.66 µM]; SMN2 splice up: 2%[9.22 µM]

How did COC(=O)c1sccc1NC(=O)c1csc2c1CCCC2 do in these assays?
Lamin A splicing: -5%; HTT ATP protect: -19%; IMPase Li inh: 20%[38.3 µM]; CBFb-RUNX1 inh: 22%; Luc counter: 0%; HttQ103 aggreg: -2%; SMN2 splice up: 33%

Results for CCN(CC)S(=O)(=O)c1ccc(C)c(NC(=O)/C=C/c2cccs2)c1 ?
Lamin A splicing: inconclusive; HTT ATP protect: -16%[10 µM]; IMPase Li inh: 2%; CBFb-RUNX1 inh: -1%; Luc counter: -2%; HttQ103 aggreg: inconclusive; SMN2 splice up: -32%[inhibitor]

How did Cc1c(S(=O)(=O)N2CCc3ccccc3C2)c(=O)n(C)c(=O)n1C do in these assays?
Lamin A splicing: inconclusive; HTT ATP protect: 7%; IMPase Li inh: 17%[38.3 µM]; CBFb-RUNX1 inh: 10%; Luc counter: 0%; HttQ103 aggreg: 7%; SMN2 splice up: 24%

How did O=C1O/C(=C/C(=O)N2CCOCC2)c2ccccc21 do in these assays?
Lamin A splicing: -12%; HTT ATP protect: -16%[10 µM]; IMPase Li inh: -4%; CBFb-RUNX1 inh: -1%; Luc counter: -4%; HttQ103 aggreg: -25%; SMN2 splice up: 2%

How did COC(=O)Cc1c(C)nc2nc(-c3ccc(OC)cc3)[nH]n2c1=O do in these assays?
Lamin A splicing: 5%; HTT ATP protect: -110%[inhibitor][0.074 µM]; IMPase Li inh: 12%[38.3 µM]; CBFb-RUNX1 inh: 4%; Luc counter: -26%; HttQ103 aggreg: inconclusive; SMN2 splice up: -9%

Assay outcomes from PubChem.
